HEK293 NOD2/NF-kB: NOD2 signaling inhibitors, cell-based, luminescence, uHTS, HEK293 (AID 1566); HEK293 NOD2/NF-kB luciferase reporter, luminescence; higher % means a stronger effect; 290,000 compounds, 0.63% hits; inhibition, % at 4 µM; hits with a dose series show EC50 in µM; note: many of its hits are not listed in these tables
KOR beta-arrestin-1: KOR antagonists, beta-arrestin recruitment, cell-based, luminescence, uHTS (AID 1778); 290,000 compounds, 0.091% hits; one-dose inhibition, % at 10 µM; IC50 in µM for titrated hits; KOR beta-arrestin recruitment, luminescence, antagonist mode; higher % means a stronger effect; note: strong numbers were not always called active
GPR55 LPI antagonism: GPR55 antagonists blocking LPI-driven arrestin recruitment, primary screen, imaging, U2OS, beta-arrestin-GFP, LPI agonist (AID 2013); U2OS GPR55 beta-arrestin-GFP translocation imaging, LPI antagonism; higher % means a stronger effect; one-dose inhibition, % at 10 µM; IC50 in µM for titrated hits; 290,000 compounds, 0.13% hits;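 active = spots per cell inhibited over 60%, with over 100 cells counted and total cytoplasm intensity under 500,000; inconclusive = wells with under 100 cells, flagged as likely toxic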;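 note: U2OS cells stably carrying GPR55 and arrestin-GFP stimulated by 5 µM LPI near EC80; imaged beta-arrestin-GFP aggregate spots per cell after agonist stimulation; plate controls were LPI-stimulated DMSO wells for no effect and DMSO wells without LPI for full effect; some results filed as inactive read as strong as hits; confirmed hits need IC50 under 10 µM and bright autofluorescent wells are also inconclusive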
GPR55 activation: GPR55 agonists via beta-arrestin recruitment, primary screen, imaging, U2OS cells, beta-arrestin-GFP redistribution (AID 1961); U2OS GPR55 beta-arrestin-GFP redistribution imaging; higher % means a stronger effect; activation, % at 10 µM, or EC50 in µM where a hit was titrated; 290,000 compounds, 0.048% hits;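 active = activation above 40% with more than 50 cells counted in the well; inconclusive = wells holding fewer than 50 cells, flagged as toxic or sparse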;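 note: U2OS osteosarcoma cells stably expressing GPR55 and beta-arrestin-GFP; plate controls were DMSO negative control for no effect and LPI positive control for full effect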
GPR35 antagonists: inhibition of zaprinast-stimulated GPR35 beta-arrestin translocation – imaging, U2OS, beta-arrestin-GFP, zaprinast agonist, primary screen (AID 2058). U2OS GPR35 beta-arrestin-GFP translocation imaging, zaprinast antagonism; higher % means a stronger effect. inhibition, % at 10 µM, or IC50 in µM where a hit was titrated. 290,000 compounds, 0.052% hits;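 active = inhibition of at least 50% with at least 30 cells and total cytoplasm GFP at most 10,000,000; inconclusive = under 30 cells or total GFP of 10,000,000 plus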
HIV peptide binding: inhibitors of HIV fusion peptide binding, primary screen, biochemical, uHTS, fluorescence dequenching (AID 1986); 290,000 compounds, 0.3% hits; one-dose inhibition, % at 20 µM; IC50 in µM for titrated hits; cell-free peptide binding, fluorescence dequenching, 30 min; higher % means a stronger effect; in the data active = inhibition mostly above about 52%, no sharp cut-off; inactive = mostly below about 76%; note: some results filed as inactive read as strong as hits
KOR beta-arrestin-2: kappa opioid receptor activators – cell-based, luminescence, uHTS, primary screen (AID 1777); KOR beta-arrestin recruitment, luminescence; higher % means a stronger effect; activation, % at 10 µM, or EC50 in µM where a hit was titrated; 280,000 compounds, 0.02% hits; in the data active = activation above about 50%, passing the limit was not always enough; note: a part of the inactive calls stands beside numbers as strong as those of hits
NOD1 NF-kB reporter: NOD1 signaling inhibitors, primary screen, cell-based, luminescence, uHTS (AID 1578). NOD1-driven NF-kB luciferase reporter cells, luminescence; higher % means a stronger effect. inhibition, % at 4 µM; hits with a dose series show EC50 in µM. 290,000 compounds, 1% hits; in the data active = inhibition mostly above about 36%, no sharp cut-off; inactive = mostly below about 34%;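 note: HEK-293T reporter cells stimulated with the NOD1 agonist gamma-tri-DAP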
Myeloid diff 2: compounds promoting myeloid differentiation; calls only at 10 µM; ER-HoxA9 myeloid progenitors, lysozyme-GFP differentiation, flow cytometry; 360,000 compounds, 1% hits;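 active = normalized GFP-positive differentiation at or above the plate's own cutoff, the solvent-only control mean plus 3 SD; inconclusive = no clear call, values can overlap the other calls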;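 note: cells exposed to compound for four days before flow analysis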
Myeloid diff 2 GFP+ MAC1+ %: second read-out of Myeloid diff 2, no call of its own (marks repeat the call); GFP+ MAC1+ double positive, %; measured here: differentiation confirmed by MAC1 staining
Numbers without * were called inactive; i = inactive; ? = inconclusive; · = not tested or not shown; + = active, no number; [ ] = remark or other dose. Cut-off read from the data, not from the text of the source, unless noted: active = inhibition above about 50%; inactive = the rest. Not all compounds are listed; count on the stated rates, not on these rows.

SMILES	HEK293 NOD2/NF-kB	KOR beta-arrestin-1	GPR55 LPI antagonism	GPR55 activation	GPR35 antagonists	HIV peptide binding	KOR beta-arrestin-2	NOD1 NF-kB reporter	Myeloid diff 2	Myeloid diff 2 GFP+ MAC1+ %
CN(CCCNC(=O)C1CCN(S(=O)(=O)c2cccc3nsnc23)CC1)Cc1ccccc1	20%	-1%	-4%	-0.2%	0%	-1.2%	-0.2%	15%	i	1.0
COC(=O)c1cc(S(=O)(=O)N2CCCC(C)C2)c[nH]1 (centres undefined)	-15%	-15%	-6%	-0.2%	19%	-0.9%	-2.1%	-40%	i	0.9
O=C(CCS(=O)(=O)c1ccc(Br)cc1)NCc1cccs1	10%	-18%	8%	-0.1%	-6%	-1.4%	3.0%	5%	i	1.1
Cc1cc(NC(=O)CCC(=O)N(c2ccccc2)C(C(=O)NC2CCCC2)c2ccncc2)no1 (centres undefined)	4%	17%	9%	-0.3%	-13%	13%	7.7%	0%	i	0.4
O=c1[nH]c(CN2CCN(S(=O)(=O)/C=C/c3ccccc3)CC2)nc2ccccc12	-2%	-12%	5%	-0.4%	20%	-0.3%	4.0%	-38%	i	0.7
Cc1ccccc1CSCc1nc2ccccc2[nH]1	-18%	2%	3%	-0.6%	0%	-0.6%	4.1%	-26%	i	0.3
Cc1[nH]c2ccc(C(=O)NCCCN3CCCC3)cc2c1C	10%	-3%	2%	0.2%	13%	0.3%	-0.1%	21%	i	4.8
CC(C)c1ccc(O)c(N)c1	2%	-24%	-5%	-0.1%	2%	1.1%	3.8%	-2%	i	1.7
Cc1ccc(-n2nc(C)cc2NC(=O)c2ccc(C)s2)cc1	1%	-37%	3%	-0.1%	0%	0.2%	-6.3%	0%	i	8.5
CC(C)C(=O)NNC(=O)CC(=O)Nc1ccccc1C(=O)O	15%	16%	15%	0.0%	9%	-1.7%	3.7%	4%	i	0.7
CC1CC(C(F)(F)C(F)(F)F)n2nc(C(=O)O)cc2N1 (centres undefined)	8%	-45%	0%	-0.2%	5%	-1.5%	4.0%	-17%	i	0.7
O=c1c2ccccc2nc2n1CCC2	-16%	-35%	11%	-0.1%	-4%	-1.8%	9.0%	-21%	·	·
OCCN1C2=NCCCN2c2ccccc21	12%	0%	2%	0.0%	9%	-1.1%	-4.4%	6%	i	0.3
O=C(O)CCC(=O)Nc1ccc(C(=O)N2CCCCC2)cc1	14%	-37%	4%	-0.3%	24%	-3.6%	3.3%	·	·	·
O=C(CCl)Nc1ccc2c(c1)OCO2	0%	-4%	0%	-0.3%	-2%	-0.9%	4.5%	30%	i	0.4
CCOC(=O)/C(C#N)=C/C1=C(N2CCCC2)CC(C)(C)OC1	13%	-3%	15%	0.2%	-10%	1.2%	-3.6%	-1%	i	0.7
COc1ccccc1NC(=S)NCc1ccccc1	19%	-39%[20 µM]	2%	-0.1%	8%	0.8%	·	-5%	i	1.0
CCCn1c(=O)c2c(C(=O)OCC)cc(-c3ccco3)nc2n(CCC)c1=O	11%	-29%	0%	0.3%	-6%	1.3%	0.3%	22%	i	7.2
Cc1cc(CN(C)Cc2c(C(=O)N3CCCCCCC3)nc3ccc(Cl)cn23)n[nH]1	12%	-14%	2%	0.0%	1%	1.0%	-4.3%	-31%	i	0.8
O=C(Nc1ccc(N2CCN(C(=O)c3ccccc3F)CC2)cc1)c1ncn[nH]1	7%	-19%	0%	0.5%	-2%	0.0%	1.7%	2%	i	0.3
C=C(C)C(=O)Nc1cccc(C2=NOC3(C2)C[C@@H](C(N)=O)N(C(=O)c2cc([N+](=O)[O-])cc([N+](=O)[O-])c2)C3)c1 (some centres undefined)	17%	7%	-2%	-0.1%	-4%	2.0%	2.9%	-2%	i	1.4
CC(C)(C)c1cc(NC(=O)c2cccnc2)no1	-38%	7%	3%	0.0%	-6%	1.3%	-2.4%	-4%	i	4.9
C/C(=N\NC(N)=S)C1=CCC2C3CC[C@H]4CC(O)CC[C@]4(C)C3CC[C@]12C (some centres undefined)	55%*	-36%	8%	0.0%	-3%	-1.2%	-3.2%	2%	?	·
Cc1ccc(NC2CCCN(C(=O)CCN3CCOCC3)C2)cc1C (centres undefined)	3%	25%	-10%	0.9%	-2%	-2.1%	-5.5%	18%	i	0.7
Cc1ccc(C(C)C)c(OCC(O)CN2CCOCC2)c1 (centres undefined)	3%	-8%	2%	-0.3%	17%	1.8%	0.2%	8%	i	4.4

(continued)
SMILES	HEK293 NOD2/NF-kB	KOR beta-arrestin-1	GPR55 LPI antagonism	GPR55 activation	GPR35 antagonists	HIV peptide binding	KOR beta-arrestin-2	NOD1 NF-kB reporter	Myeloid diff 2	Myeloid diff 2 GFP+ MAC1+ %
COc1cc(NC(=O)c2cccc(C)c2)c(OC)cc1NC(=O)CN1CCCCC1	7%	18%[20 µM]	4%	0.2%	-2%	-2.2%	·	-34%	i	0.2
N#Cc1nc(-c2ccc(F)cc2)oc1N1CCCCC1	-16%	·	0%	-0.1%	12%	-2.3%	-2.3%	5%	i	0.6
COc1cccc(/C=C2\SC(=S)N(NC(=O)c3ccncc3)C2=O)c1	-8%	-10%[20 µM]	9%	0.2%	14%	1.8%	·	-8%	i	0.9
C=CCNc1c2c(nc3nnnn13)CCCC2	0%	-39%	-2%	-0.5%	1%	-0.3%	1.4%	-50%	i	0.6
O=C(Nc1ccc(Cl)c(S(=O)(=O)N2CCOCC2)c1)c1cn2ccccc2n1	23%	-15%	2%	0.1%	2%	2.1%	-2.9%	-3%	i	0.2
Cc1ccc(CCNC(=O)CN(C)S(=O)(=O)c2ccc3c(c2)n(C)c(=O)c(=O)n3C)cc1	10%	23%	-1%	0.3%	12%	-0.4%	1.2%	-2%	i	0.5
COc1cccc(CC(=O)N2CCC(n3nccc3NC(=O)C3CCOC3)CC2)c1 (centres undefined)	3%	0%	1%	-0.1%	3%	-0.9%	-1.4%	-12%	i	1.0
CCOc1ccc2nc(NC(=O)NC3CCCCC3)sc2c1	-30%	8%[20 µM]	9%	-0.1%	8%	-0.9%	0.4%	-25%	i	0.0
Cc1ccc(N(C(=O)c2snc(C(N)=O)c2N)C(C(=O)NCC2CCCO2)c2ccc(C)o2)c(C)c1 (centres undefined)	13%	-1%	-9%	-0.1%	-1%	-1.8%	-0.9%	5%	i	0.7
COc1ccccc1N(CC(=O)Nc1cccnc1)S(=O)(=O)c1ccccc1	22%	-57%	6%	0.3%	-1%	-2.2%	3.4%	15%	i	8.6
COc1ccc2nc(C)cc(N/N=C/c3cccc(OC)c3O)c2c1	11%	-58%[20 µM]	14%	-0.3%	-4%	-4.8%	-3.4%	-37%	i	0.7
COC(=O)C12CC3CC(C1)CC(n1cnc(Cl)n1)(C3)C2	4%	-9%	-2%	0.0%	19%	0.7%	-0.9%	-35%	i	0.4
CCc1ccc(OCCOC(=O)Nc2ccccc2)cc1	13%	15%	4%	-0.2%	5%	-1.2%	-0.4%	4%	i	0.3
CCC(=O)Nc1nnc(SCC(=O)Nc2ccc(F)cc2)s1	15%	8%	14%	0.6%	4%	-1.1%	-4.2%	-14%	i	0.5
CCOC(=O)c1cccc(NC(=O)C2CCCN2S(=O)(=O)c2cccc3cccnc23)c1 (centres undefined)	6%	-4%	0%	0.3%	-6%	2.7%	-4.2%	2%	i	3.6
CCOc1ccccc1NC(=O)C1Cc2ccccc2CN1S(C)(=O)=O (centres undefined)	3%	-4%	25%	0.3%	-1%	1.5%	6.5%	-6%	i	0.3
CN(N)c1nc(C(F)(F)F)nc2ccccc12	22%	-1%	-2%	-0.3%	4%	-1.2%	-0.2%	30%	+	·
O=C(N/N=C/c1ccc(F)cc1)c1cccc(NC(=O)c2ccccc2Cl)c1	-3%	-9%	9%	0.0%	4%	-0.1%	-2.1%	-44%	i	0.8
Cc1cc(NC(=O)c2ocnc2C)no1	17%	15%	2%	-0.1%	8%	1.5%	-1.7%	25%	i	6.3
O=C(N/N=C/c1coc2ccccc2c1=O)c1cc(O)cc(O)c1	8%	9%	4%	0.2%	-10%	6.0%	-2.0%	13%	i	0.1
COc1ccc(NC(=S)N2CCc3ccccc32)cc1OC	-15%	33%	21%	-0.1%	6%	-1.8%	-3.0%	-6%	i	0.7
COc1ccc(S(=O)(=O)N2CCN(C(=O)C3CCCO3)CC2)cc1 (centres undefined)	-15%	6%	4%	0.0%	0%	0.3%	-2.9%	-17%	i	0.0
Cc1sc2nc(C)n(/N=C/N(C)C)c(=O)c2c1C	-38%	32%	7%	0.8%	10%	-2.3%	0.1%	2%	i	0.5
CCC1=C(OC(=O)N(CC)CC)N2C(=O)OC(=NCC3CC3)[C@]2(C)[C@H]2C1=CC[C@H]1C(=O)N(C)C(=O)[C@H]12	-7%	0%	3%	-0.1%	10%	-0.2%	0.2%	-10%	i	1.5
CCC/C(C)=N/NC(=O)c1ccccc1O	24%	8%	1%	0.4%	9%	-0.6%	1.2%	3%	i	0.5
O=C(c1ccccc1F)N1CCN(Cc2ccccc2F)CC1	2%	-20%	41%	-0.2%	3%	0.6%	-3.3%	-12%	i	1.7
O=C(NC(=S)Nc1ncccn1)c1ccccc1Br	-6%	-6%	3%	-0.1%	6%	1.0%	4.0%	-52%	i	0.6
COc1ccc(/C=N/NC(=O)C2CCN(c3ncc(C(F)(F)F)cc3Cl)CC2)cc1	-2%	-31%	-8%	0.0%	-2%	0.9%	2.7%	8%	i	2.7
O=C(c1nn(-c2ccccc2)c(=O)c2ccccc12)N1CCN(c2ccccn2)CC1	13%	41%	·	0.2%	8%	-2.2%	-2.0%	25%	i	8.1
CC(/C=C/c1ccccc1)=N\NC(=O)c1ccc2c(c1)OCCO2	11%	-9%	-6%	-0.5%	14%	1.1%	-0.1%	38%	i	0.3

Screening data: PubChem, several laboratories
